# Rtt109 Vps75 = C. albicans Rtt109 histone acetyltransferase inhibition. inhibition, % at 34.9 µM. purified Rtt109/Vps75, ThioGlo CoA-SH fluorescence, 4 h. AID 540336. 330,000 tested, 0.16% active;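 active = inhibition of at least 50% in every replicate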
# Target sequence (Q5AAJ8 whole entry, looked up): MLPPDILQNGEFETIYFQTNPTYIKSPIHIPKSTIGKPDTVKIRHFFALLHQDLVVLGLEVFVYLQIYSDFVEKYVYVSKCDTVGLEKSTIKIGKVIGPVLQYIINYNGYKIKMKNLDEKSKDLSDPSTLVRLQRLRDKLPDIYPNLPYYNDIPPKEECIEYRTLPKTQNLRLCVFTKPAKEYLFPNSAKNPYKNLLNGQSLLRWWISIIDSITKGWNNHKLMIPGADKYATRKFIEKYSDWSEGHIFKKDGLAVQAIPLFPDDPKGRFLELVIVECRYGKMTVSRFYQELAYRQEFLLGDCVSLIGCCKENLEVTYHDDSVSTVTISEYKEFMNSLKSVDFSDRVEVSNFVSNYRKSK
# phage Ecoli inh = E. coli growth loss with phage present; growth absorbance; inhibition, % at 11.9 µM; 360,000 tested, 0.26% active; AID 651602; in the data active = inhibition above about 11%
# PvdQ acylase = blocks Pseudomonas aeruginosa PvdQ acylase activity | purified PvdQ acylase, fluorescence plate reader | inhibition, % at 10 µM | 340,000 tested, 0.063% active | AID 488965; in the data active = inhibition above about 30%, passing the limit was not always enough;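 note: 0% = vehicle neutral wells and 100% = reference inhibitor wells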
# Ecoli viability = counter-screen for AddAB inhibitors: E. coli growth inhibition | E. coli V3065 growth, OD600 absorbance, 18 h | inhibition, % at 11.9 µM | 330,000 tested, 0.27% active;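 active = inhibition above the campaign's mean inhibition across all tested compounds plus 3 SD, cut at about 9.9% in these data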;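 note: uninfected addAB+ strain grown without phage in ampicillin broth; 0% = DMSO wells and 100% = ciprofloxacin 0.95 µg/ml wells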
# CAL PDZ FP = human CAL PDZ-peptide interaction inhibition; Q9HD26; 330,000 tested, 0.02% active; purified CAL PDZ, TMR-peptide fluorescence polarization, 1 h; inhibition, % at 20 µM;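 active = highest replicate inhibition of at least 40%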;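 note: plate controls were DMSO neutral control wells for no effect and unlabeled competitor peptide control wells for full effect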
#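 Control set: unlabelled peptide and DMSO controls / Material: purified CerCALP PDZ construct / Timing: 1 h incubation at room temperature before polarization reading / Doses: 20 µM, one dose / Detection: fluorescence polarization (mP)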
# DAGLB inhibitor = blocks human DAGLB lipase activity | Q8NCG7 | HEK293T DAGLB membrane lysate, EnzChek fluorogenic substrate | inhibition, % at 5.17 µM | 340,000 tested, 0.059% active; in the data active = inhibition above about 34%;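 note: 0% = enzyme with vehicle and 100% = wells lacking enzyme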
# Target sequence (Q8NCG7 whole entry, looked up): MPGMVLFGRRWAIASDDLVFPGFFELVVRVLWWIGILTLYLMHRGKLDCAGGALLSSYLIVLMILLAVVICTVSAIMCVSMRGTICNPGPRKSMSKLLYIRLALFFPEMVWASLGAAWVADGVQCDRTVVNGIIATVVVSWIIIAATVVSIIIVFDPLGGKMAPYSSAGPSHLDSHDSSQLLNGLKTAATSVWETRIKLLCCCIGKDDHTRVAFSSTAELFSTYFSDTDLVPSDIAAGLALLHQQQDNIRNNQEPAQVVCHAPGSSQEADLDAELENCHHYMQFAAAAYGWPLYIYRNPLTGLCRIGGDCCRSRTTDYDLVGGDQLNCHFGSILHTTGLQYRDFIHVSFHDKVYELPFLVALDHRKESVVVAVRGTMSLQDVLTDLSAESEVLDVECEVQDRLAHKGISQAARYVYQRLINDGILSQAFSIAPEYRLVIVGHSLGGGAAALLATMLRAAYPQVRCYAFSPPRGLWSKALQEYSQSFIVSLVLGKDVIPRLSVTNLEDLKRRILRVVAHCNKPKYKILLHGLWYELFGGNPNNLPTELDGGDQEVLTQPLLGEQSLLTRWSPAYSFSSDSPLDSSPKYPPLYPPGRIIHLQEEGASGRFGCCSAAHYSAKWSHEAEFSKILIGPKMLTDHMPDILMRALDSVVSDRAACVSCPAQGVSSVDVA
# PfHsp90 set2 = reduces growth (ATP signal) of yeast expressing P. falciparum Hsp90. 310,000 tested, 0.32% active. inhibition, % at 9.4 µM. S. cerevisiae expressing PfHsp90, BacTiter-Glo ATP, 48 h; yeast lacking PDR1 and PDR3 efflux regulators;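 active = every replicate shows inhibition above about 80%, whatever the replicate mean, limit read from the data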;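 note: 0% = DMSO neutral controls and 100% = 20 µM radicicol positive controls; yeast relying on Plasmodium falciparum Hsp90 in place of its own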
# AddAB inh = less growth of phage-infected E. coli with AddAB. E. coli expressing H. pylori AddAB, absorbance growth. inhibition, % at 11.9 µM. 330,000 tested, 0.29% active. AID 435030; in the data active = inhibition above about 12%;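 note: 0% = vehicle wells of infected cells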
# Tat export inh = E. coli Tat transport inhibition | 340,000 tested, 0.036% active | AID 488895 | E. coli MC4100 TorA-mCherry Tat export, fluorescence | inhibition, % at 10 µM;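 active = mean replicate inhibition at least 50% and at least half of replicates individually reaching 50%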;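 note: exported cargo escapes ClpAP degradation while cytoplasmic cargo is degraded and loses fluorescence; 0% = median of neutral control wells and 100% = median of NaSCN control wells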
# Wnt bcat act = Wnt/beta-catenin pathway activation | activation, % at 9.35 µM | AID 743398 | Wnt/beta-catenin reporter cell assay, activator, plate reader | 300,000 tested, 1.2% active; in the data active = activation above about 30%, passing the limit was not always enough;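 note: 0% = neutral control wells and 100% = positive control wells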
# Active calls of the source: *; . = no result given; & = joins results of further samples. A portion of the library. The share of hits here may be higher or lower than overall.
SMILES,Rtt109 Vps75,phage Ecoli inh,PvdQ acylase,Ecoli viability,CAL PDZ FP,DAGLB inhibitor,PfHsp90 set2,AddAB inh,Tat export inh,Wnt bcat act
COc1ccc(CC(=O)N2C[C@H]3C[C@@H](C2)c2cccc(=O)n2C3)cc1,-6,1.9,-12,1.3,-0.5,-3,-10,2.7,1,-2
O=C(Nc1ccc(F)cc1)c1c(O)c2c(n(Cc3ccccc3)c1=O)CCCC2,50*,1.7,2,-3.8,-3.1,-1,5,0.7,-8,-4
S=C(c1ccc(Cl)cc1)N1CCOCC1,-8,-0.9,-13,-1.8,-0.3,-4,4,-0.9,-2,.
O=c1c2ccccc2nc(-c2ccco2)n1-c1ccc(Br)cn1,6,2.2,3,0.0,-0.5,-2,-11,-1.0,9,-5
FC(F)(F)c1ccc(CNCCc2ccc3c(c2)OCO3)cc1,-6,2.0,17,2.1,-4.4,-4,5,-0.2,6,1
O=C1CC=C2C3CC4N(CCC45c4ccccc4N1C25)CC3=CCO (stereo not given),-1,1.1,-16,.,0.2,0,-1,.,-8,4
CCN1C(=O)C(=C2C=C(C)OC(C)=C2)C(=O)N(CC)C1=S,-7,3.0,-9,-0.3,-1.5,-1,-1,0.4,13,-1
CC1CN(c2ccc([N+](=O)[O-])c(N3CCCCC3)c2)CCN1 (stereo not given),2,1.8,-3,3.2,0.6,.,15,1.7,-1,0
CN1CCN(/N=C/c2c(O)n(C)c(=O)n(C)c2=O)CC1,-9,3.0,-13,0.4,0.0,-1,17,1.0,2,0
COC(=O)C1=C(c2cccc3c2S(=O)(=O)c2ccccc2-3)C[C@@H]2CC[C@H]1N2C(=O)N1CCOCC1,1,0.6,-19,0.7,-0.8,0,-1,0.6,-7,0
CCN(CC)CCN=Cc1c(O)n(CCC2=CCCCC2)c(=O)[nH]c1=O,15,1.7,-1,1.3,1.0,3,3,0.4,-7,.
Cc1cccc(NC(=O)OC2CN3CCC2CC3)c1 (stereo not given),-1,2.5,-10,0.7,-0.3,2,-2,2.8,6,0
COc1cccc(CNCCc2c[nH]c3ccccc23)c1,-3,0.6,-8,-2.2,-3.2,-1,1,0.6,0,-1
CCn1nc(-c2cccs2)nc2c(=O)n(C)c(=O)nc1-2,2,.,-13,.,-1.6,-28,108*,.,-7,.
ClCCOCOCCCl,4,2.1,-14,-0.9,-0.3,-3,-10,-0.5,-13,1
COC(=O)C1=C(c2ccc(-c3ccccc3)c(F)c2)C[C@@H]2CC[C@H]1N2C(=O)NCCOc1ccc(OC)cc1,2,0.1,-11,-1.6,0.0,-3,2,-0.1,8,-4
COc1ccc2c(c1)c(C(=O)C(C)N1CCCCC1)c(C)n2C (stereo not given),2,1.8,-13,0.7,0.0,3,8,0.6,-3,-2
CCOC(=O)c1cncn1C(C)c1ccccc1 (stereo not given),-7&-7,2.2,9&-9,-2.5,0.8,1,-1,-4.0,-1&4,-1
CCC(=O)N1N=C2C3CCN(CC3)C2C1c1ccccc1 (stereo not given),30,0.5,9,-0.1,-2.9,-1,4,1.8,6,2
CC(=NCc1ccc2c(c1)OCO2)c1c(O)n(Cc2ccccc2)c(=O)[nH]c1=O,16,3.1,-9,-1.5,-2.4,3,-11,0.3,-7,1

# Single records, from the list above.
# `CCN(CC)CCN=Cc1c(O)n(CCC2=CCCCC2)c(=O)[nH]c1=O` reads Rtt109 Vps75: 15; phage Ecoli inh: 1.7; PvdQ acylase: -1; Ecoli viability: 1.3; CAL PDZ FP: 1.0; DAGLB inhibitor: 3; PfHsp90 set2: 3; AddAB inh: 0.4; Tat export inh: -7; Wnt bcat act: .
# `FC(F)(F)c1ccc(CNCCc2ccc3c(c2)OCO3)cc1` reads Rtt109 Vps75: -6; phage Ecoli inh: 2.0; PvdQ acylase: 17; Ecoli viability: 2.1; CAL PDZ FP: -4.4; DAGLB inhibitor: -4; PfHsp90 set2: 5; AddAB inh: -0.2; Tat export inh: 6; Wnt bcat act: 1

# Remaining list, next part:
SMILES,Rtt109 Vps75,phage Ecoli inh,PvdQ acylase,Ecoli viability,CAL PDZ FP,DAGLB inhibitor,PfHsp90 set2,AddAB inh,Tat export inh,Wnt bcat act
COc1ccc(C(=O)N2CCCC2=O)cc1,-5&4,3.3,-1&-4,-0.2,-1.4,-1,-26,-0.9,-3&0,-1&-1
O=C(C1CCCN(S(=O)(=O)c2cccc3nsnc23)C1)N1CCC2(CC1)OCCO2 (stereo not given),.,3.8,.,0.2,.,.,.,2.9,.,-9
O=P(O)(Oc1ccccc1)OC(c1ccccc1)C(F)(F)C(F)(F)F (stereo not given),-2,-0.1,-13,1.9,0.0,3,3,-0.4,-6,0
Cn1cc(C(=O)N2CCOCC2)c2ccccc21,3,-1.3,9,-0.9,0.2,1,10,4.3,-5,11
COC(=O)Cn1cc(/C=C2\C(=O)NC(=O)N(c3ccc(OC)cc3)C2=O)c2ccccc21,-2,-2.0,-15,2.0,-1.0,1,6,2.1,-1,2
Cc1ccccc1NC(=O)Cc1nc(COC(=O)Cc2ccccc2)cs1,-3,2.4,-5,0.9,0.2,-2,-19,2.6,7,0
CCn1c(O)c(C(c2ccccn2)c2c(O)n(CC)c(=S)[nH]c2=O)c(=O)[nH]c1=S,7,0.0,-4,-0.8,-2.1,3,-3,4.8,0,10
CCN1CC2([N+](=O)[O-])CC=C(Cl)C([N+](=O)[O-])(C1)C2 (stereo not given),-3,0.9,-26,1.9,-1.7,1,.,0.6,0,2
O=C(NC1CCCCC1)[C@@H]1CC=C[C@@H]2CCN(Cc3ccccc3)C(=O)[C@@H]21,5,4.1,-8,1.2,1.4,-1,.,0.5,6,2
CN1C(=O)C(=Cc2ccccc2OS(=O)(=O)c2ccccc2)C(=O)N(C)C1=O,2,0.4,10,0.9,-2.6,0,4,2.0,8,0
O=[N+]([O-])c1ccc(Cl)c([N+](=O)[O-])c1,10,1.5,12,-2.9,0.3,-13,-9,-1.3,-9,7
Cc1ccc2nc(C)n(-c3ccc(F)cc3)c(=O)c2c1,4,2.3,3,1.4,-0.8,.,-8,4.8,2,0
Cc1nn(Cc2ccccc2)c(C)c1C(=O)NCc1ccccc1F,1,7.0,-10,1.4,-2.8,0,12,0.7,2,-3
COc1ccc(-[n+]2c(-c3ccccc3)cc(-c3ccccc3)cc2-c2ccccc2)cc1,.,4.5,.,4.0,.,.,.,0.3,.,-20
CC(=O)OC1(c2ccccc2)CCN(C)CC1(C)C (stereo not given),9,3.2,-8,0.5,-0.3,-1,-23,0.0,2,-1
CCOC(=O)C1CCN(C(C)C(=O)c2c(C)[nH]c3cc(C)ccc23)CC1 (stereo not given),2,2.8,-22,-0.2,.,1,-3,2.2,4,-1
Nc1c(C(=O)NCCc2ccccc2)c2nc3ccccc3nc2n1CCN1CCOCC1,7,-1.5,-7,-2.5,-0.4,4,46,-0.4,17,.
COc1cc2c(cc1OC)C1[C@H]3C(=CC[C@H]1OC2O)CCN3C (stereo not given in full),3,0.3,-14,-0.4,-0.3,0,6,3.6,0,-1
O=C(c1cc2c(s1)CCCCCC2)N1CCC2(CC1)OCCO2,-5,1.6,-16,-1.5,-1.2,-6,7,1.1,1,.
Cc1nn(-c2ccccc2)c(C)c1NC(=O)COC(=O)Cc1ccccc1,-1,2.1,-7,-0.5,-1.8,0,.,-1.2,0,-2
CC1([N+](=O)[O-])COP(=O)(NCc2cccnc2)OC1 (stereo not given),-5,2.7,-10,.,-0.5,2,3,.,3,-6
CCCCP(=O)(O)CCC(=O)O,-2,2.1,-17,1.1,.,-1,2,3.8,8,.
CCCC(=O)Nc1cc(C(=O)N2CCC3(CC2)OCCO3)ccc1S(=O)(=O)c1ccc(C)cc1,19,2.3,0,-1.8,0.4,0,-5,1.9,3,.
O=C(Cc1ccccc1)OCCN1CCCCC1,-3,2.0,-12,-1.8,-0.5,-3,-7,0.9,1,.
CCCCCn1c(=O)c(C(=O)Nc2ccccc2Cl)c(O)c2ccccc21,2,-0.4,-15,1.5,-1.3,-1,4,0.8,-6,-3
CCCCNC(=O)NC(C(N)=O)P(=O)(OCC)OCC (stereo not given),0,0.3,-6,1.3,-1.6,1,-28,0.2,-5,2
Cc1cc(N2C(=O)CC(N3CCC(n4c(=O)[nH]c5ccccc54)CC3)C2=O)no1 (stereo not given),3,2.1,-9,-0.5,-1.3,0,19,1.4,2,0
CCOC(=O)c1c(C)n(CCOC)c2ccc(O)cc12,4,0.8,1,-1.7,-1.1,3,5,1.6,-10,-2
Cc1ccc(P(=S)(c2ccc(C)o2)N2CCOCC2)o1,-5,0.6,-12,0.6,-0.4,-2,38,0.0,-7,9
COc1ccc(C2NCCc3[nH]cnc32)cc1 (stereo not given),8,3.1,-5,-0.3,-0.8,-2,7,-0.9,-4,-1
CCOP(=O)(OCC)/C(C#N)=C/c1ccoc1,-10,0.8,-3,.,-3.6,-2,12,.,-2,-1
NCCc1c[nH]c2ccc(F)cc12,3,.,7,0.9,.,.,.,2.4,0,0

# In the list so far, eight have an NH in an aromatic ring:
SMILES,Rtt109 Vps75,phage Ecoli inh,PvdQ acylase,Ecoli viability,CAL PDZ FP,DAGLB inhibitor,PfHsp90 set2,AddAB inh,Tat export inh,Wnt bcat act
CCN(CC)CCN=Cc1c(O)n(CCC2=CCCCC2)c(=O)[nH]c1=O,15,1.7,-1,1.3,1.0,3,3,0.4,-7,.
COc1cccc(CNCCc2c[nH]c3ccccc23)c1,-3,0.6,-8,-2.2,-3.2,-1,1,0.6,0,-1
CC(=NCc1ccc2c(c1)OCO2)c1c(O)n(Cc2ccccc2)c(=O)[nH]c1=O,16,3.1,-9,-1.5,-2.4,3,-11,0.3,-7,1
CCn1c(O)c(C(c2ccccn2)c2c(O)n(CC)c(=S)[nH]c2=O)c(=O)[nH]c1=S,7,0.0,-4,-0.8,-2.1,3,-3,4.8,0,10
CCOC(=O)C1CCN(C(C)C(=O)c2c(C)[nH]c3cc(C)ccc23)CC1 (stereo not given),2,2.8,-22,-0.2,.,1,-3,2.2,4,-1
Cc1cc(N2C(=O)CC(N3CCC(n4c(=O)[nH]c5ccccc54)CC3)C2=O)no1 (stereo not given),3,2.1,-9,-0.5,-1.3,0,19,1.4,2,0
COc1ccc(C2NCCc3[nH]cnc32)cc1 (stereo not given),8,3.1,-5,-0.3,-0.8,-2,7,-0.9,-4,-1
NCCc1c[nH]c2ccc(F)cc12,3,.,7,0.9,.,.,.,2.4,0,0

# Screening results from PubChem BioAssay.
